JMJD2A Tudor: blocks the human JMJD2A Tudor domain | O75164 | AlphaScreen JMJD2A-Tudor / H3K4me3 peptide binding | Potency, µM (series often up to 114 µM), for inactives: top-dose activity change, negative = inhibition, hits mostly inhibitors | hit rate 4.4% among 390,000 | AID 504339; also: potency is read from the fitted curve at half-maximal effect; % is scaled to controls: 0 for no effect and ±100 for the full control effect; nearly all actives have a fitted effect of over 50% in size
GLS inhibitor: blocks human kidney-isoform glutaminase activity; O94925; GLS enzymatic activity, qHTS titration; Potency, µM (series often up to 45.5 µM), for the others: top-dose activity change, negative = inhibition, most hits filed as inhibitors; hit rate 0.21% among 410,000; AID 624170; also: potency is read from the fitted curve at half-maximal effect; % is scaled to controls: 0 for no effect and ±100 for the full control effect
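hKGA in 45 mM KH2PO4 pH 8.2, 0.02% Tween-20 with pin-transferred compounds; 1 mM L-glutamine (stock) plus glutamate oxidase/HRP/Amplex Red coupling added. Fluorescence read initially and after 30 min at RT.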
RGS4 inh: human RGS4 inhibition. P49798. Transcreener GDP fluorescence polarization, RGS4-accelerated GTP hydrolysis. Potency, µM (series often up to 114 µM), for inactives: top-dose activity change, negative = inhibition, hits mostly inhibitors. hit rate 0.039% among 390,000. AID 504845; also: potency is read from the fitted curve at half-maximal effect; % is scaled to controls: 0 for no effect and ±100 for the full control effect; nearly all actives have a fitted effect of over 75% in size; some results filed as inactive show a strong effect at the top dose
Target sequence (P49798 whole entry, looked up): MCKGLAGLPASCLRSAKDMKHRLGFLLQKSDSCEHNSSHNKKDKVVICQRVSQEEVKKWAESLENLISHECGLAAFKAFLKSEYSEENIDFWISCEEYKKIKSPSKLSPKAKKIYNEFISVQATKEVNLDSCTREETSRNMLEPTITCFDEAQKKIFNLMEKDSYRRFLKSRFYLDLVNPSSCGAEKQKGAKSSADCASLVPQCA
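MLSMR compounds (23 nl, pin-transferred) preincubated 10 min at room temperature with a 500nM (2x) first reagent, then RGS4 at 900nM (2x) plus Transcreener GDP mix added; fluorescence polarization (620/688 nm) read before and after 90 min at 30 °C.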
ERG-DNA inh: ERG Ets/DNA interaction inhibition; P11308; fluorescence polarization, His-ERG Ets domain / labelled DNA; Potency, µM (series often up to 76.9 µM), inactives show at the top dose FP activity, negative = inhibition, hits mostly inhibitors; hit rate 0.028% among 370,000; AID 624246; active = well fitted inhibition curve with a large enough effect in the polarisation, with a control signal flat; inconclusive = small, poorly fitted or top-dose-only effect, or effect the other way, or a change in a side signal; inactive = no such curve, though single readings can be large or run the other way; the % refers to the polarisation;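 also: polarization taken with two DNA probes labelled with fluorescein and Texas red; potency is read from the fitted curve at half-maximal effect; % of control where 0% means no effect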
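His-tagged ERG Ets domain (1 uM in the protein solution; 300mM KCl, 50mM Tris-HCl, 1mM EDTA, 1mM DTT, pH 7.5) received compound, then a probe mix of 5 nM fluorescein-DNA and 100nM Texas-615-DNA. Fluorescence polarization was read for both dyes.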
G9a inh: inhibitors of human histone lysine methyltransferase G9a; Potency, µM (series often up to 102 µM), inactives show top-dose activity, negative = inhibition, actives largely listed as inhibitors; hit rate 8.8% among 350,000; Q96KQ7; G9a H3K9 monomethylation, AlphaScreen, 2 h; also: potency is read from the fitted curve at half-maximal effect; % is scaled to controls: 0 for no effect and ±100 for the full control effect; nearly all actives have a fitted effect of over 75% in size
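G9a (20 nM) was preincubated 15 min with compound, then reacted 2 h at room temperature with 500 nM biotin-H3K9 peptide and 20 µM SAM. Monomethyl-H3K9 detected by AlphaScreen using anti-H3K9me1 antibody.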
BAZ2B inh: BAZ2B (human) inhibition; hit rate 4.4% among 360,000; Q9UIF8; Potency, µM (titrated, usually from 114 µM), inactives show top-dose activity change, negative = inhibition, hits mostly inhibitors; AlphaScreen BAZ2B-H3K14Ac peptide displacement; also: potency is read from the fitted curve at half-maximal effect; % is scaled to controls: 0 for no effect and ±100 for the full control effect; nearly all actives have a fitted effect of over 60% in size
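In this displacement format the biotinylated H3(5-23) peptide acetylated at Lys14 serves as ligand at 50 nM, with BAZ2B at 50 nM in PBS pH 7.4 containing 0.01% Tween-20. Donor and acceptor beads are 10 ug/mL final.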
PI4K2A block: blocks human PI4K2A kinase activity | Q9BTU6 | purified PI4K2A, ADP-Glo luminescence, 1 h; active compounds read low | activity change, negative = inhibition, % at 76.9 µM | hit rate 0.13% among 420,000; in the data active = activity change below about -50%; inconclusive = mostly about -30% to -49%;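 also: -100% = wells without enzyme as full effect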
Target sequence (Q9BTU6 whole entry, looked up): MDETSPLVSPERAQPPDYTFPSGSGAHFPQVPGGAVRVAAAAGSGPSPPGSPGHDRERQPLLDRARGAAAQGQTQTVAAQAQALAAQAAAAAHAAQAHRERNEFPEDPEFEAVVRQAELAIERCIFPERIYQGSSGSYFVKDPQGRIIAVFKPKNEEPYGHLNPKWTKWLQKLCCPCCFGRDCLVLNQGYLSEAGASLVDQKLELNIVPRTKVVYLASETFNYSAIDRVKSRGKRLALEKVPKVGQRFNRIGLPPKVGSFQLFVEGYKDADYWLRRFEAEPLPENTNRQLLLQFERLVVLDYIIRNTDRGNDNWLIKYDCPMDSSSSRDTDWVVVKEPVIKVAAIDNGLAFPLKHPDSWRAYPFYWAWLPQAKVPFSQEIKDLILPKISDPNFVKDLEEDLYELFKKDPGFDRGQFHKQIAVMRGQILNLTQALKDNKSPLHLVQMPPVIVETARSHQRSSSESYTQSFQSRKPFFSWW
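ADP-Glo luminescence measured ADP generated by PI4K2A enzyme (4 ug/mL before mixing) with 1.2 mM PI substrate (pre-mix) and 300 microM ATP (pre-mix). Tris pH7.5 buffer with MgCl2, Triton X-100; 1 h reaction at ambient temperature.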
HP1b chromo inh: blocks HP1-beta chromodomain binding to methylated histone tails; P83916; AID 540317; AlphaScreen HP1-beta / biotin-H3K9me3 peptide binding; Potency, µM (titrated, usually from 114 µM), inactives show at the highest dose activity change, negative = inhibition, most hits filed as inhibitors; hit rate 0.56% among 390,000; also: potency is read from the fitted curve at half-maximal effect; nearly all actives have a fitted effect of over 70% in size; inactives centre near 23
Target sequence (P83916 whole entry, looked up): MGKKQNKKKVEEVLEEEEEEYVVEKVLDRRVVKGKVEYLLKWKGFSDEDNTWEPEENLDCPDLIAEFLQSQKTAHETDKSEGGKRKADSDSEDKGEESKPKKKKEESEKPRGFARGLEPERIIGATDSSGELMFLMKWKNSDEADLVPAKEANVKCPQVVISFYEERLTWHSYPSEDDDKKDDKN
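HP1-beta protein (50 nM final) preincubated 30 min at room temperature with biotinylated H3(1-18)K9me3 peptide (50 nM) in PBS pH 7.4, 0.01% Tween-20, then compound added for 30 min. AlphaScreen streptavidin donor/nickel chelate acceptor beads (10 ug/mL final), 30 min dark, luminescence read.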
ALOX12 inh: blocks human arachidonate 12S-lipoxygenase. Potency, µM (doses to about 108 µM), inactives show at the highest dose activity change, negative = inhibition, actives largely listed as inhibitors. hit rate 1.1% among 580,000. purified 12hLO, xylenol orange hydroperoxide absorbance; also: potency is read from the fitted curve at half-maximal effect; % is scaled to controls: 0 for no effect and ±100 for the full control effect
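Purified human 12hLO at 150 nM in 25 mM Hepes, 0.01% Triton X-100, pH 7.0, preincubated 15 min at room temperature with compound. Reaction started with 40 uM arachidonic acid, 30 min at room temperature. Hydroperoxide measured by Fe-xylenol orange, 573/405 nm absorbance ratio.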
* hit, by the source's call; ? = inconclusive; . = not tested or not shown; & = joins results of further samples; [ ] = remark or other dose. Unless noted, calls follow the shape of the dose curve; as a rule, active = well fitted curve in the direction sought with a large enough effect; inconclusive = small, poorly fitted or top-dose-only effect, or another doubt; inactive = no such curve, though single readings can be large; an effect the other way counts as inactive or inconclusive.

SMILES | JMJD2A Tudor | GLS inhibitor | RGS4 inh | ERG-DNA inh | G9a inh | BAZ2B inh | PI4K2A block | HP1b chromo inh | ALOX12 inh
CC1CCCCN1CCNC(=O)C1CCCN(S(=O)(=O)c2cccc3nsnc23)C1 (stereo not drawn) | -11% | 4% | -31%[56.9 µM] | 8% | . | -1% | 0 | 36% | -9%
CC(C)NC(=O)CNc1ccc(C(F)(F)F)cc1[N+](=O)[O-] | -24% | -1% | 8% | -3% | 10% | -16% | 2 | 25% | -19%
Fc1cccc(Cl)c1CN1CCN(c2nc3ccccc3s2)CC1 | 10% | 0% | 13% | 1% | 16% | 3% | -2 | 64%[activator] | 0%
CC1CN(C(=O)COc2ccc3ccccc3c2)CC(C)O1 (stereo not drawn) | 0% | -4% | -15% | 2% | . | . | -2 | 26% | 0%
CC(C)(CNC(=O)Cc1ccc(NS(=O)(=O)c2cccc(C(F)(F)F)c2)cc1)N1CCOCC1 | -1% | 1% | -5% | -1% | 6% | -5% | -1 | 39% | -10%
CCCCCN(C(=O)CCC(=O)OCc1ccccc1C)c1c(N)n(CCCC)c(=O)[nH]c1=O | 8% | 5% | -5% | 8% | 2% | -11% | 2 | 12% | -3%
CC(NC(=O)Cn1ccc2cc(S(=O)(=O)N3CCCCCC3)ccc21)c1ccccc1 (stereo not drawn) | -11% | 1% | -16% | 4% | -17%[59 µM] | -15% | -7 | 13% | -4%
CCN(CC)C(=O)CCC(=O)Nc1ccc(C(=O)OC)cc1 | -13% | 3% | -12% | 2% | 19%[59 µM] | -5% | 8 | 7% | 2%
CCc1ccc2ncc(C(=O)c3ccc(C)c(C)c3)c(N3CCC(C(N)=O)CC3)c2c1 | ? | 3% | 4% | 8% | -31%[59 µM] | -27% | 4 | 10% | ?
O=C(COC(=O)CCc1nc2ccccc2c(=O)[nH]1)NC(=O)NC1CCCC1 | -31% | -8% | -21% | 18% | 10µM* | -1% | -8 | 33% | -14%
CCCS(=O)(=O)N1CCN(C(=O)COc2ccc(OC)cc2)CC1 | -15%[57.1 µM] | 2% | 12%[56.9 µM] | 2% | -40%[59 µM] | -13% | 3 | 35% | 2%
CN(C)c1ccc(C=Nc2ccccc2C(N)=O)cc1 | -28% | 1% | -15% | 9% | 18µM* | . | -6 | 6% | ?
O=S(=O)(c1ccc2[nH]c3c(c2c1)CCCCC3)N1CCN(c2ccccc2)CC1 | ? | -5% | -11% | 0% | -39%[59 µM] | -16%[57.1 µM] | -1 | 3% | -7%
Cc1nc(C)c(C(=O)C2=C(O)C(=O)N(CCN3CCOCC3)C2c2cccnc2)s1 (stereo not drawn) | -36% | 0% | -28% | -15% | ? | ? | -1 | 48%[activator] | ?
CCOC(=O)CN1C(=O)/C(=C2\SC(=S)N(NC(=O)c3cccnc3)C2=O)c2ccccc21 | -27% | 31%[activator] | -16% | -5% | ? | ? | 0 | 9% | 0%
Cc1cccc(CNC(=O)Cc2ccc(NC(=O)N3CCCCc4ccccc43)cc2)c1 | -20% | 6% | -22% | -19% | 10%[59 µM] | -17% | -2 | 30% | -24%
COc1cc(C(=O)NCCc2cn3ccc(C)cc3n2)cc(OC)c1OC | -15% | 9% | 14% | 6% | -26% | 4% | 1 | 17% | 8%
Oc1oc(-c2ccco2)nc1C=Nc1ccccc1 | ? | 18% | 9% | . | -1%[12.7 µM] | -11% | 2 | 2% | -27%
C[n+]1cccc(/C=N/Nc2nc(Cl)c(C#N)c(Cl)c2Cl)c1 | -31% | 8% | -5% | 1% | ? | ? | 2 | 14% | 6%
O=C(CSc1ccc(S(=O)(=O)N2CCOCC2)cn1)Nc1ccc(F)c(F)c1 | -19% | -2% | -2% | 1% | -1%[2.33 µM] | 2% | 6 | 47%[activator] | 21%
CCCOC(=O)c1c(N)sc2c1CCC2 | ? | 17% | -41% | 5% | 50µM* | ? | 0 | ? | -5%
Oc1cccc(C=NCc2ccccc2)c1O | -25% | 61%[activator] | ? | 0% | ? | ? | -10 | -14% | -36%
CC(=O)Nc1nc(=S)n(-c2ccccc2)[nH]1 | 18µM* | 4% | ? | -1% | 4µM* | ? | -12 | ? | ?
Nn1c(SCC(=O)NC2CCCCC2)nnc1-c1ccc(Cl)cc1 | -11%[57.1 µM] | -1% | 5%[56.9 µM] | 2% | -9%[59 µM] | 4% | -6 | 55%[activator] | 0%
Cc1ccc(C)c(N2CCN(S(=O)(=O)c3ccc4c(c3)CCN4C(=O)CCC(=O)O)CC2)c1 | -16% | 8% | 9% | -3% | -6% | 0% | -1 | 29% | 36%[activator]
O=C(NCN1CCc2ccccc2C1)c1ccccc1 | -16% | 9% | 27% | -4% | 17%[59 µM] | 9% | 3 | 19% | 0%
COc1cccc(CNn2cnnc2)c1OCc1ccccc1F | -3% | 14% | 7% | 8% | 12%[12.7 µM] | -8% | -16 | 2% | 0%
COc1cccc(OC)c1C(=O)NC(=S)N1CCCCC1c1cccnc1 (stereo not drawn) | -11% | 16% | -19% | -4% | . | 29% | -4 | 35% | 2%
COc1ccc(-n2c(N)c(C(=O)NCc3cccnc3)sc2=S)cc1 | 3% | 2% | -4% | -5% | 9% | -3% | 12 | 18% | 7%
O=C(C#Cc1ccccc1)Nc1cccc(F)c1 | 24% | 0% | -12% | 5% | . | 2% | 0 | 65%[activator] | -2%
CC(C)(C)c1ccc(-n2ncc3c2CCCC3NC(=O)C2=NNC(=O)CC2)cc1 (stereo not drawn) | -21% | 5% | 11% | -16% | -24% | -8% | -4 | 33% | 10%
Fc1ccccc1N1CCN(C2CCN(Cc3c[nH]c4ccccc34)CC2)CC1 | -6% | 18% | -4% | . | -6%[59 µM] | 1% | 0 | 23% | -21%
Cc1ccccc1C(=O)Oc1cccc2c(O)cccc12 | -30% | ? | -29% | 4% | 1% | -27% | -22 | -7% | ?
COCCNC(=O)c1cccc(Nc2nc3ccccc3n3nnnc23)c1 | 4% | -5% | 16% | 3% | -1%[59 µM] | 4% | -9 | -2% | -3%
CCCCCCCCCCOC(=O)C[N+](C)(C)C/C=C(/C)Cl | -13% | 24% | -9%[11.4 µM] | 7% | 9%[59 µM] | -4% | 2 | 8% | -14%
CCC1CC(/C(C)=N/NC(N)=O)OC1=O (stereo not drawn) | -6% | 0% | -6% | -6% | -10%[59 µM] | -13% | 3 | 16% | -11%
COc1cccc(CNC(=O)C2CC(=O)N(c3ccc4c(c3)OCCO4)C2)c1 (stereo not drawn) | 1% | -6% | 15% | 8% | 5%[0.501 µM] | 9% | -4 | 12% | -4%
O=C(COC(=O)c1cccnc1Cl)NCc1ccc2c(c1)OCO2 | -22% | -1% | -4% | -6% | ? | -3% | 4 | 18% | -19%
Cc1[nH]n(-c2ccccc2)c(=O)c1Sc1ccc(Cl)cc1 | -20% | -3% | -17% | -12% | ? | -33% | -1 | 14% | ?
CCN1CCc2c(sc(NC(=O)CN3C(=O)c4ccccc4C3=O)c2C(N)=O)C1 | -17% | 9% | -8%[56.9 µM] | -3% | ? | -22% | -3 | 30% | -7%
CC1(C)OC(=O)CC1C(=O)NCc1ccccc1 (stereo not drawn) | -12% | 11% | 15% | 2% | -3%[59 µM] | 11% | 3 | 12% | 0%
O=C(COc1ccc(Cl)cc1)NCCNC(=O)c1ccccn1 | -8% | -10% | 9% | -1% | 17% | 0% | 1 | 7% | -13%
Cc1cc2c(C)nc(-c3ccccc3)nc2o1 | 17% | 2% | 36% | -4% | 22%[59 µM] | 12% | 3 | 42%[activator] | 0%[57.4 µM]
O=C(O)CCC(NC(=O)c1cncc(O)c1)C(=O)O (stereo not drawn) | -6% | 1% | 17% | 0% | -16% | 0% | -1 | 22% | ?
COc1ccc(CC(=O)Nc2cc(S(=O)(=O)N3CCOCC3)ccc2N2CCCC2)cc1OC | -9% | 6% | 7% | -3% | . | . | 8 | -1% | -13%
CCN(CCN(C)C)C(=O)C1CCN(S(=O)(=O)c2c(C)noc2/C=C/c2ccccc2F)CC1 | -19%&-23% | -2%&3% | 0%&4% | 10%&-2% | -1%[59 µM] | -26%&-14% | 0&0 | 41%[activator] | ?
Cc1ccc(NC(=O)c2ccc([N+](=O)[O-])o2)c(C)c1 | -16% | 0% | 16% | -7% | -29% | -25% | -3 | 13% | -5%
CCOc1cc(CNc2ccc(C(=O)O)cc2)ccc1OCc1ccccc1 | -16% | 30% | -13% | -13% | 4%[59 µM] | -28% | -3 | 10% | -17%
COc1cccc(NC(=S)Nc2cccc3ccccc23)c1 | -33% | 2% | -40% | -5% | ? | ? | -5 | -1% | 471%[activator]
Cc1ccccc1NC(=O)OCc1cccnc1Sc1ccc(Cl)cc1 | 36% | -2% | 12% | 7% | 13%[59 µM] | 5% | -3 | 40% | 81%[activator]
CCOC(=O)C1C(=O)CC(C)(O)C(C(=O)OCC)C1c1ccc([N+](=O)[O-])cc1 (stereo not drawn) | -1% | 6% | 1% | 6% | 6% | 5% | -3 | 22% | 0%
O=C1C2CCC(C(O)C2)N1Cc1ccccc1 (stereo not drawn) | -17% | -3% | -11% | 4% | 7%[59 µM] | 13% | -1 | 17% | 0%

Source: PubChem

Not all compounds are listed (hit frequency here may not be typical).
